# Source: PubChem BioAssay
# HT1080 IDH1KD tx = kills HT-1080 cells with IDH1 knockdown | Potency, µM (series often up to 46.1 µM), for inactives: at the highest dose activity, negative = toxicity, hits mostly cytotoxic | 360,000 tested, 2% active | HT-1080 IDH1 knockdown viability, ATP luminescence, 48 h;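 also: potency is read from the fitted curve at half-maximal effect; 0% = DMSO wells and -100% = cell-free medium wells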
#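 IDH1KD HT-1080 cells, 750/well, RPMI + 5% FBS; compound pinned after 2 h settling; 48 h, 37 °C; CellTiter-Glo luminescence; % activity normalised to DMSO and no-cell wells; curves fitted, classed by r2 and efficacy.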
# GLP1R ag = GLP-1 receptor (human) agonism. Potency, µM (titrated, usually from 45.6 µM), without a hit: top-dose activation, actives largely listed as activators. AID 624172. P43220. 380,000 tested, 0.007% active. HEK293 GLP-1R CRE-luciferase, luminescence, 4-6 h; cells express a hypersensitive GLP-1R form; also: potency is read from the fitted curve at half-maximal effect; % of control where 0% means no effect
# Target sequence (P43220 whole entry, looked up): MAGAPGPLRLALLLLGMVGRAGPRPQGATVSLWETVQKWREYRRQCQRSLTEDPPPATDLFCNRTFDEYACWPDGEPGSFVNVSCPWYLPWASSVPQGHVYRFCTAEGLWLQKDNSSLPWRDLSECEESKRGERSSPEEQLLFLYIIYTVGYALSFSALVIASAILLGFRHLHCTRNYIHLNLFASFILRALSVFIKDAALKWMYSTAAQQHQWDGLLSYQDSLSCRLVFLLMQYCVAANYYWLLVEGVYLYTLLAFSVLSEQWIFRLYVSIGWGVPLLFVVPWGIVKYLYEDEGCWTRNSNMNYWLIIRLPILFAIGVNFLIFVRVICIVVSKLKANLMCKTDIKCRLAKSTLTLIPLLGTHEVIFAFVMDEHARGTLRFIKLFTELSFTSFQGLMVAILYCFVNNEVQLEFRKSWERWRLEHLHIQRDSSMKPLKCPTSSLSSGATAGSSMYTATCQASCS
# KB-V1 cytotox = KB-V1 MDR subline cytotoxicity. KB-V1 MDR cells viability, CellTiter-Glo, 72 h. Potency, µM (titrated, usually from 46.1 µM), for inactives: at the top dose activity change, negative = cytotoxicity, actives largely listed as cytotoxic. 400,000 tested, 3.4% active. AID 1347076; also: potency is read from the fitted curve at half-maximal effect; % is scaled to controls: 0 for no effect and ±100 for the full control effect; nearly all actives have a fitted effect of over 60% in size
#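 Compound-treated KB-V1 multidrug-resistant cells, 72 h, 37 degrees C; viability by CellTiter-Glo. Fitted qHTS curves give the values.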
# SW480 rereplic = DNA re-replication induction in SW480 cells | SW480 DNA re-replication, Hoechst DNA content imaging, 48 h | Potency, µM (titrated, usually from 46.1 µM), for inactives: at the highest dose re-replication activation, hits mostly activators | 340,000 tested, 1.8% active; also: potency is read from the fitted curve at half-maximal effect; % of control where 0% means no effect; nearly all actives have a fitted effect of over 55% in size
#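 Per well, 250 cells were exposed to pinned compound for 48 hr. Nuclear DNA was visualised with Hoechst (40 min, 37 C) and total object intensity recorded by fluorescence scanning.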
# KB-3-1 tox = kills parental KB-3-1 adenocarcinoma cells; KB-3-1 viability, CellTiter-Glo ATP luminescence, 72 h; Potency, µM (series often up to 46.1 µM), inactives show at the highest dose activity change, negative = cytotoxic, usual class: cytotoxic; 400,000 tested, 1.4% active; AID 1347075; also: potency is read from the fitted curve at half-maximal effect; % is scaled to controls: 0 for no effect and ±100 for the full control effect; nearly all actives have a fitted effect of over 60% in size
#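 Cells are dispensed, compounds pinned in, plates held at 37 °C for 72 h, then CellTiter-Glo is added and luminescence read after 10 minutes. Cell line: parental KB-3-1 in phenol-red-free DMEM, 10% FBS.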
# IL-1B inflam inh = inflammasome signaling inhibition, IL-1 beta readout; THP-1 LPS/ATP IL-1B secretion, AlphaLISA, 16 h; stronger effect = lower value; AID 743279; 360,000 tested, 4.7% active; activity change, % at 57.5 µM; in the data active = activity change below about -50%; inconclusive = mostly about -30% to -49%; also: % is scaled to controls: 0 for no effect and ±100 for the full control effect
#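 THP-1 cells pretreated 1 hr with compounds (up to 57.5 uM final), then stimulated with LPS (250 ng/mL final) plus ATP (1.25 mM final); secreted IL-1B measured by AlphaLISA after 16 hr, decreased signal indicating inhibition.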
# D3 antag = blocks the human D3 dopamine receptor | P35462 | D3R cells, DiscoveRx beta-arrestin luminescence, antagonist mode; stronger effect = lower value | max response, negative = inhibition, % | 360,000 tested, 2.5% active; in the data active = max response below about -50%; inconclusive = no clear call, values can overlap the other calls; also: % is scaled to controls: 0 for no effect and ±100 for the full control effect; mostly tested at two doses, the higher about 12 µM
# Target sequence (P35462 whole entry, looked up): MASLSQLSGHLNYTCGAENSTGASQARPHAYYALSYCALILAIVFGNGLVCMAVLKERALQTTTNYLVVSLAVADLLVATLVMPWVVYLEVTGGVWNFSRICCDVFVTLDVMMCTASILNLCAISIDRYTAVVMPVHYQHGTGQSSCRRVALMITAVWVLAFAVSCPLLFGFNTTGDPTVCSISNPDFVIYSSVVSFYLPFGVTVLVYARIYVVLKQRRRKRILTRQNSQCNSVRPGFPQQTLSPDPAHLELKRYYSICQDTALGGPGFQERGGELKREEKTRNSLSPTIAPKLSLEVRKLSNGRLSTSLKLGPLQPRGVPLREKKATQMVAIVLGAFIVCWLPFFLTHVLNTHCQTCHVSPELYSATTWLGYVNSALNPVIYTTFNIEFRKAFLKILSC
#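 Cells expressing the human receptor were seeded at 1500 cells/well, incubated overnight at 37 degrees C in 5% CO2, then exposed to library compounds with dopamine controls for 90 minutes at 37 degrees C before luminescent detection.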
# D3 ag = activates the human D3 dopamine receptor; P35462; D3R DiscoveRx beta-arrestin cells, luminescence, 90 min; max activation, %; 410,000 tested, 0.58% active; in the data active = max activation above about 30%; also: 0% is about no effect; mostly tested at two doses, the higher about 12 µM
#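 Agonist-mode cell screen: cells plated at 1500/well and incubated overnight at 37 °C, then exposed to library compounds for 90 min at 37 °C. Detection reagent was added for 30–60 min at room temperature, and luminescence was read.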
# HT1080NT lethal = kills 2HG-producing HT-1080-NT fibrosarcoma cells | HT-1080-NT fibrosarcoma viability, CellTiter-Glo ATP luminescence, 48 h | Potency, µM (doses to about 46.1 µM), for the others: at the top dose activity, negative = less viability, hits mostly cytotoxic | 360,000 tested, 1.6% active | AID 686970;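 also: NT is the 2HG producing partner of a matched IDH1 knockdown line; potency is read from the fitted curve at half-maximal effect; 0% = DMSO-treated cells and -100% = media-only wells without cells; nearly all actives have a fitted effect of over 55% in size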
#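 A 48-hour cytotoxicity screen used HT-1080-NT cells plated 2 hours before compound delivery. ATP-based CellTiter-Glo luminescence measured viability, normalized to DMSO and no-cell controls.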
# Numbers without * were called inactive; ? = inconclusive; . = not tested or not shown; [ ] = dose if it differs, or a comment. Unless noted, calls follow the shape of the dose curve; as a rule, active = well fitted curve in the direction sought with a large enough effect; inconclusive = small, poorly fitted or top-dose-only effect, or another doubt; inactive = no such curve, though single readings can be large; an effect the other way counts as inactive or inconclusive. Not a hit list; about 12% have a hit in one of these screens.
SMILES,HT1080 IDH1KD tx,GLP1R ag,KB-V1 cytotox,SW480 rereplic,KB-3-1 tox,IL-1B inflam inh,D3 antag,D3 ag,HT1080NT lethal
CN(C(=O)c1cn2ccccc2n1)c1c(N)n(Cc2ccccc2)c(=O)[nH]c1=O,-1%,-8%,-7%,-1%,25%,-2,-7,0,2%
COc1cc(NS(=O)(=O)c2cc3c(cc2C)NC(=O)CO3)cc(OC)c1,-16%,1%,22%,-4%,-11%,22,19,4,1%
C=CCOc1ccc(/C=C/C(=O)OC(C)C(=O)Nc2ccc(NC(C)=O)cc2)cc1 (stereo not given),-10%,7%,-1%,1%,13%,0,13,-2,-1%
Cc1ccc(/C(O)=C2\C(=O)C(=O)N(CCN(C)C)C2c2ccccc2F)cc1 (stereo not given),2%,-10%,-2%,-8%,-1%,7,11,3,4%
CC(=O)CN1Cc2ccccc2/C1=N\C(=O)Nc1ccccc1,13%,-1%,2%,-7%,1%,21,13,-1,10%
Cc1ccc([C@H]2C[C@@H](O)[C@H](n3cc(COC(=O)c4ccccc4)nn3)CN2CC2CCCCC2)cc1,2%,-1%,?,.,?,29,7,0,3%
CC(C)N(CCNC(=O)c1oc(=O)c2ccccc2c1-c1ccccc1)Cc1ccco1,-10%,?,-4%,-1%,17%,-2,-22,-12,-15%
CCN1C(=O)C(CC(=O)Nc2ccc(OC)cc2)N(CCc2ccc(F)cc2)C1=S (stereo not given),?,5%,-2%,11%,?,-64*,-13,-2,?
CCc1cc2ccccc2nc1SCC(=O)Nc1cc(OC)c(OC)cc1C(=O)O,13%,-3%,27%,-1%,10%,-1,-29,-2,0%
Cc1noc(C)c1S(=O)(=O)N1CCCC(C(=O)NCc2ccccc2Cl)C1 (stereo not given),0%,11%,-7%,?,5%,11,-21,1,-8%
O=C(CN1C(=O)C2CC=CCC2C1=O)Nc1nccs1 (stereo not given),-7%,0%,-4%,-5%,4%,30,-15,2,2%
O=C(Nc1nc2c(F)cc(F)cc2s1)c1ccco1,-2%,-1%,-1%,-4%,0%,0,-3,-5,5%
CC1CN(C(=O)CCN2C(=O)c3ccccc3C2=O)CC(C)O1 (stereo not given),10%,-7%,?,1%,11%,10,23,3,9%
O=C(NCCN1CCCC1)C1CCC(=O)N(CCCN2CCOCC2)C1 (stereo not given),-5%,-2%,8%,-3%,-3%,-15,-13,-12,0%
COc1ccccc1NC(=O)CCN1CCN(Cc2ccccc2)CC1,-25%,-1%,?,13%,-2%,25,-55*,-30,0%
CCOC(=O)N1CCN(C(=O)c2cc(COc3ccc(F)cc3F)on2)CC1,-4%,16%,?,-2%,-9%,8,12,1,1%
Cc1nnc2ccc(N3CCOCC3)nn12,0%,0%,?,-5%,10%,42,6,5,6%
CCC(C)C(CO)NCCCn1cnc2c(SC)ncnc21 (stereo not given),4%,2%,-4%,.,7%,53,2,0,2%
CCC(CCCO)CCC[C@H](C)CCC1OCCO1 (stereo not given in full),-1%,-3%,-15%,-7%,-6%,2,?,-32,6%
COc1cc(/C=C/C(=O)OCC(=O)NCCC2=CCCCC2)ccc1O,-7%,9%,3%,-2%,-5%,2,-19,-1,-1%

# Part of the list above, with two lines to a compound.
# Every second line gives: HT1080 IDH1KD tx, GLP1R ag, KB-V1 cytotox, SW480 rereplic, KB-3-1 tox, IL-1B inflam inh, D3 antag, D3 ag, HT1080NT lethal
CCc1cc2ccccc2nc1SCC(=O)Nc1cc(OC)c(OC)cc1C(=O)O
    13%, -3%, 27%, -1%, 10%, -1, -29, -2, 0%
COc1ccccc1NC(=O)CCN1CCN(Cc2ccccc2)CC1
    -25%, -1%, ?, 13%, -2%, 25, -55*, -30, 0%
CC(=O)CN1Cc2ccccc2/C1=N\C(=O)Nc1ccccc1
    13%, -1%, 2%, -7%, 1%, 21, 13, -1, 10%
O=C(Nc1nc2c(F)cc(F)cc2s1)c1ccco1
    -2%, -1%, -1%, -4%, 0%, 0, -3, -5, 5%

# More entries:
SMILES,HT1080 IDH1KD tx,GLP1R ag,KB-V1 cytotox,SW480 rereplic,KB-3-1 tox,IL-1B inflam inh,D3 antag,D3 ag,HT1080NT lethal
OCCC1CN(Cc2cc3c(cc2Cl)OCO3)CCN1Cc1ccccc1 (stereo not given),-18%,9%,2%,2%,16%,-25,-53*,-24,-9%
Cc1ccc(OCC(=O)NC2CCS(=O)(=O)C2)c([N+](=O)[O-])n1 (stereo not given),12%,14%,24%,-32%,0%,-10,-5,8,13%
O=C(CN1CCSC1=NCc1ccccc1)c1ccc(Cl)cc1,0%,14%,16µM*,-75%[inhibitor],-16%,?,-67*,-15,-3%
NS(=O)(=O)c1ccc(NC(=O)COC(=O)c2c3c(nc4ccccc24)/C(=C\c2ccc4c(c2)OCO4)CCC3)cc1,?,-9%,-7%,12µM*,?,-63*,8,7,?
CCOc1ccc(C2CC(c3c(O)c4ccccc4oc3=O)=NN2c2ccccc2)cc1OC (stereo not given),-1%,2%,-8%,-6%,?,37,-4,-4,-5%
COc1ccc(C(=O)N(C)[C@H]2C[C@H]3c4[nH]c5ccccc5c4CCN3C[C@H]2[C@H](C)O)cc1,7%,-6%,19%,.,0%,8,1,4,12%
CCCCCOc1ccc(NS(C)(=O)=O)cc1,-11%,-1%,0%,-5%,4%,-13,9,1,1%
COc1ccc(NC(=O)c2cccc3c(-c4cnn(C)c4)coc23)cc1,-20%,6%,-5%,.,0%,?,19,9,-11%
COc1cnc(N(C)C)nc1Sc1cccc(Cl)c1,5%,13%,6%,-43%[inhibitor],-7%,-11,22,4,-22%
CC1=NOC(=O)/C1=C\c1ccc(-c2cccc(Cl)c2)o1,18µM*,-34%[inhibitor],?,?,-14%,-100*,-8,3,?
O=C(NC1CCCCCCC1)C1CCN(S(=O)(=O)N2CCC3(CC2)OCCO3)CC1,11%,4%,-1%,-5%,0%,7,-3,8,-2%
CCn1c(CN2CCN(Cc3ccc(C)cc3)C(CCO)C2)nc2ccccc21 (stereo not given),1%,-3%,0%,?,4%,-1,-27,-10,-14%
O=C(CCCCC(=O)N1CCOCCOCCOCC1)OCc1ccccc1,20%,0%,-15%,-1%,2%,20,-1,-3,20%
COc1nc(NC(=O)c2ccc(F)cc2)nc(OC)c1-c1ccccc1,?,20%,?,0%,?,-3,2,-4,?
Cc1cc(C)c2cc(N)c(Cl)nc2n1,?,-5%,-6%,.,15%,-13,-21,-10,21%
CC(C)C(C)NC(=O)COc1ccc(Sc2ccc(OCC(=O)NC(C)C(C)C)cc2)cc1 (stereo not given),9%,10%,2.9µM*,4%,?,10,-2,-10,0%
CCC1Oc2ccccc2N(CC(=O)NC2CC2)C1=O (stereo not given),24%,-1%,5%,-35%[inhibitor],-4%,-11,-7,-7,14%
CCN(CC)S(=O)(=O)c1ccc(N2CCc3ccccc3C2)nc1,?,5%,-14%,?,?,-101*,-4,-10,?
Fc1ccc(NC(=S)Nc2cccnc2)cc1,-10%,2%,-12%,-2%,-16%,0,-1,-7,-6%
Cc1cccc(Nc2nc(N)nc(CCl)n2)c1C,1.8µM*,31%,?,?,?,.,-11,-12,1.6µM*
C/C(Cc1ccccc1)=N\NC(=O)c1ccccn1,4%,-1%,?,3%,1%,-5,1,3,19%
COC(=O)c1c(-c2ccccc2OC)sc2cc3c(cc12)OCO3,-2%,-4%,-1%,2%,0%,38,-3,0,-1%
COC(=O)C1=C(C)NC(=S)NC1c1ccco1 (stereo not given),-8%,0%,0%,8%,-2%,-12,8,-3,1%
COc1ccc2c(c1)cc(C(=O)O)n2C,5%,1%,1%,0%,4%,10,-2,14,12%
COc1cc(-c2nc3ccc4ccccc4c3c3c2CCC3)cc(OC)c1O,?,15%,?,?,?,-4,36,20,?
O=C(COc1ccc(Cl)cc1Cl)Nc1ccc2nc3n(c(=O)c2c1)CCCC3,-27%,-4%,0%,-2%,?,?,15,-3,-14%
COCCN1C(=O)N[C@@H](CCc2ccccc2)[C@H](C(=O)OC)[C@H]1C,2%,-1%,-4%,-10%[9.22 µM],1%,-2,0,-18,-1%
CC(Oc1ccc2c(c1)oc(=O)c1ccccc12)C(=O)NCC1CCC(C(=O)O)CC1 (stereo not given),13%,9%,-17%,-5%,0%,-6,2,-17,16%
CCCCc1cc(=O)oc2cc(C)cc(OCC(=O)NCCN3CCOCC3)c12,4%,-2%,2%,1%,-7%,?,1,2,22%
Fc1ccc(OCCCCCn2ccnc2)cc1,0%,-3%,-17%,-1%,-19%,-14,1,0,3%
COc1ccc(Cc2nnc(N/N=C(\C)c3ccccc3)[nH]c2=O)cc1OC,-2%,-1%,-4%,-6%,0%,-23,1,-2,-6%
Cn1c(=O)c2[nH]c(=O)[nH]c2n(C)c1=O,4%,-1%,0%,11%,0%,20,0,-15,6%
O=C(N/N=C/c1c(O)n(-c2ccc(Cl)cn2)c(=O)c2ccccc12)C1CC1,-28%,1%,-19%,?,0%,47,17,13,-29%
O=C(COC(=O)Cc1ccc(Cl)cc1Cl)NCCC1=CCCCC1,19%,10%,24%,-5%,-2%,26,13,3,0%
O=C(COc1ccccc1)NC1C(=O)N2C(C(=O)O)=C(Cl)CSC12 (stereo not given),7%,14%,2%,-2%,-6%,0,-11,-4,-1%
O=C(O)c1cc(Br)ccc1NN=C1CCCCC1,-5%,-9%,0%,0%,5%,14,-7,-2,-7%
NC1=NC(=O)/C(=C\c2cc([N+](=O)[O-])ccc2Cl)S1,4%,1%,-2%,0.46µM*,-5%,-5,?,-7,0%
Cc1nc(NC(C)C)c2oc3ccccc3c2n1,0%,21%,-7%,1%,-5%,?,51,4,-10%
Cc1ccc(C(=O)OCc2nnc(-c3ccccc3)o2)o1,1%,6%,2%,-4%,-7%,10,?,-3,-3%
CC(=O)Nc1ccc(S(=O)(=O)N2CCN(C3CCCCCCC3)CC2)cc1,4%[9.24 µM],6%,?,0%,-6%,?,-16,-8,-26%
